Vif-APOBEC3G blk: inhibitors of Vif-APOBEC3G interaction; Q9HC16; HeLa A3G-eYFP + Vif (tagged APOBEC3G with the HIV-1 protein that degrades it), YFP fluorescence, overnight; Potency, µM (top dose mostly 46.1 µM), for the others: top-dose activity, negative = active, usual class: inhibitors; actives 0.076% (n = 410,000); AID 602310;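 note: potency is the fitted concentration of half-maximal effect; % is set by controls: 0 for no effect and ±100 for the full control effect; nearly all actives have a fitted effect of over 60% in size; hits raise eYFP signal because A3G escapes Vif-driven loss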
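HeLa cells stably expressing Vif and C-terminally eYFP-tagged A3G, seeded overnight at 37 deg C, then exposed to compound by pintool overnight at 37 deg C. Rise in yellow fluorescence (Ex 488/Em 500-530, Acumen) marks blocked Vif-driven A3G degradation.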
LDHA inh: LDHA (human) enzyme inhibition | P00338 | purified LDHA, NADH/diaphorase-resazurin fluorescence; active compounds read low | activity change, % (values are at about 110 or 230 µM) | actives 0.15% (n = 480,000); in the data active = activity change below about -30%; inconclusive = mostly about -25% to -30%;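 note: plate controls were DMSO wells for no effect and wells without enzyme for full effect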
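LDH5 2 nM; NADH 0.06 mM, pyruvate 0.2 mM; 200 mM Tris pH 7.4, EDTA, Tween-20; 5 min RT. Detection: diaphorase 0.133 mg/mL + resazurin 37 µM, fluorescence ex540/em590 at 0 and 20 min; normalized to enzyme-free and DMSO wells.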
Glioma ERSR ind: induces the endoplasmic reticulum stress response in human glioma cells; U87-MG GRP78 promoter luciferase reporter, 16 h; Potency, µM, inactives show at the top dose activation, most hits filed as activators; actives 0.02% (n = 420,000); AID 602332; note: potency is the fitted concentration of half-maximal effect; series mostly up to about 76 µM; % of control where 0% means no effect; nearly all actives have a fitted effect of over 35% in size
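Stably transfected U87-MG glioma cells carrying a GRP78-based luciferase sensor; 16 h compound incubation. Luminescence end-point read 10 min after Bright-Glo addition at room temperature.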
RXFP1 ag: RXFP1 (human) receptor agonism; Q9HBX9; HEK293T-RXFP1 cAMP TR-FRET, 30 min; response scale: percent of porcine relaxin response, buffer zero; Potency, µM (titrated, usually from 57.5 µM), without a hit: at the highest dose activation, hits mostly activators; actives 0.3% (n = 370,000); note: potency is the fitted concentration of half-maximal effect; % is set by controls: 0 for no effect and ±100 for the full control effect; nearly all actives have a fitted effect of over 60% in size; many of its hits are not listed in these tables
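Agonist response is measured as cAMP accumulation in an RXFP1-transfected HEK293T line under PDE4 inhibition. Values are scaled between buffer-only and 29 nM porcine relaxin, and EC50s come from standard Hill equation fits.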
PI4K2A block: inhibitors of human PI4K2A; Q9BTU6; purified PI4K2A, ADP-Glo luminescence, 1 h; active compounds read low; activity change, negative = inhibition, % at 76.9 µM; actives 0.13% (n = 420,000); AID 1346378; in the data active = activity change below about -50%; inconclusive = mostly about -30% to -49%;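 note: -100% = wells without enzyme as full effect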
Target sequence (Q9BTU6 whole entry, looked up): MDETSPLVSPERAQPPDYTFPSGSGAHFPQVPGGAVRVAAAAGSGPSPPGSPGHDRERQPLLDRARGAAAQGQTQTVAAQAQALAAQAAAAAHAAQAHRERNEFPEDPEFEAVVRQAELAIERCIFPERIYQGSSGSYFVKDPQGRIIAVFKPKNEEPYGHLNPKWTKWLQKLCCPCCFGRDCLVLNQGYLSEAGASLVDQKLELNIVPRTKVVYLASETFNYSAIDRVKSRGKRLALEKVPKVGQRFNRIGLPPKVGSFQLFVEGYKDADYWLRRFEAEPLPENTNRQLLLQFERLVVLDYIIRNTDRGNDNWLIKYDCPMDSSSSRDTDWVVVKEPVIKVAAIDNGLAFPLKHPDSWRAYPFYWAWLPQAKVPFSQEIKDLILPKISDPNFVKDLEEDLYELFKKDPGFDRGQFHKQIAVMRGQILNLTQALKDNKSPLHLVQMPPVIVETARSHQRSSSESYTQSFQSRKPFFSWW
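In this quantitative HTS, ADP production by PI4K2A was quantified luminescently after 1 h at ambient temperature; 100 microM adenosine served as plate-quality control.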
TrxR1 substrate: rat thioredoxin reductase 1 substrate activity | purified TrxR1 substrate turnover, NADPH consumption readout | AID 588456 | Potency, µM (highest dose often 114 µM), for the others: at the highest dose activity change, negative = substrate turnover | actives 0.01% (n = 390,000) | O89049; note: potency is the fitted concentration of half-maximal effect; % is set by controls: 0 for no effect and ±100 for the full control effect; nearly all actives have a fitted effect of over 50% in size
Target sequence (O89049 whole entry, looked up): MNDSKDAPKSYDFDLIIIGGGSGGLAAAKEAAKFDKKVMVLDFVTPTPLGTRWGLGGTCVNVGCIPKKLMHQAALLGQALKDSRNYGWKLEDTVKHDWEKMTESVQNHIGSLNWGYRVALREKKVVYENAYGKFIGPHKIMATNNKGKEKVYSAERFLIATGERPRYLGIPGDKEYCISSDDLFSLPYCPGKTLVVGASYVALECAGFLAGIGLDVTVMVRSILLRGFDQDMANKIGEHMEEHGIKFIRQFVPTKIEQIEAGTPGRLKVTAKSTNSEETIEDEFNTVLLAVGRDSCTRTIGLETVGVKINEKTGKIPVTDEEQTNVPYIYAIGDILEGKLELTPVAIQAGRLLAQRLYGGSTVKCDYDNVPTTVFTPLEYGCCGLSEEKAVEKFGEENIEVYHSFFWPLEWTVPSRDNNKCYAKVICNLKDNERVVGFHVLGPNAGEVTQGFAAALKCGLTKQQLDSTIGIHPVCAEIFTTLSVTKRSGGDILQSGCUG
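Rat TrxR1, dispensed at 90 nM, was prereduced with 400 uM NADPH (final) for 5 min at ~22 deg C, then incubated with compound 15 min before 400 uM selenite. A first-read NADPH fluorescence drop versus no-compound background flagged substrates.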
USP1 inh: blocks the human USP1/UAF1 deubiquitinase complex. O94782. recombinant USP1/UAF1, Ub-Rhodamine cleavage fluorescence. Potency, µM (series often up to 57.1 µM), without a hit: at the highest dose activity change, negative = inhibition, actives largely listed as inhibitors. actives 0.23% (n = 390,000); note: potency is the fitted concentration of half-maximal effect; % is set by controls: 0 for no effect and ±100 for the full control effect; nearly all actives have a fitted effect of over 60% in size; inactives centre near -12
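In this screen, compounds sit with the deubiquitinase complex (1nM) for 15 min at room temperature before Ub-Rho is added at 150nM final. Fluorescence rise is then followed for 6 reads every 60 seconds.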
mIDH1 inhibitor: human IDH1 R132H inhibition | O75874 | IDH1-R132H enzyme, NADPH consumption, diaphorase/resazurin fluorescence | Potency, µM (highest dose often 76.6 µM), inactives show at the top dose activity change, negative = inhibition, usual class: inhibitors | actives 0.093% (n = 390,000) | AID 602179; note: potency is the fitted concentration of half-maximal effect; % is set by controls: 0 for no effect and ±100 for the full control effect; nearly all actives have a fitted effect of over 65% in size
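IDH1-R132H (0.5 ug/mL) preincubated 30 min with compound, then NADPH (0.016 mM) and alpha-KG (2 mM) added; 80 min at RT, pH 7.5. Remaining NADPH coupled via diaphorase/resazurin to fluorescence (540/590 nm); concentration-response curves normalized to no-enzyme control.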
Vif-APOBEC3F blk: blocks the Vif interaction with APOBEC3F; HeLa A3F-eYFP + Vif (tagged APOBEC3F with the HIV-1 protein that degrades it), YFP fluorescence increase; Potency, µM (titrated, usually from 46.1 µM), inactives show top-dose activity, negative = active; actives 0.2% (n = 390,000); AID 602313; note: potency is the fitted concentration of half-maximal effect; % of control where 0% means no effect; nearly all actives have a fitted effect of over 65% in size
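HeLa cells stably expressing A3F-eYFP plus Vif, plated and incubated overnight at 37 deg C, then exposed to compounds overnight at 37 deg C. Blocked degradation read as raised yellow fluorescence (Ex 488/Em 500-530).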
An asterisk follows results filed as active; ? = inconclusive; . = not tested or not shown; & = joins results of further samples; [ ] = dose if it differs, or a comment. Unless noted, calls come from the whole dose curve; as a rule, active = well fitted curve in the direction sought with a large enough effect; inconclusive = small, poorly fitted or top-dose-only effect, or another doubt; inactive = no such curve, though single readings can be large; an effect the other way counts as inactive or inconclusive.

SMILES	Vif-APOBEC3G blk	LDHA inh	Glioma ERSR ind	RXFP1 ag	PI4K2A block	TrxR1 substrate	USP1 inh	mIDH1 inhibitor	Vif-APOBEC3F blk
COc1cc2c(cc1OC)C13CCN4C=C5CCOC6CC(=O)N2C1C6C5CC43 (configuration not stated)	0.0%	-8.4	-5.1%	.	4.4	4.0%[57.1 µM]	-2.9%	-7.1%	-6.4%
CC(C)(C#CC(=O)O)OOC(c1ccccc1)(c1ccccc1)c1ccccc1	-8.9%	-2.8	-7.2%	3.1%	3.0	-7.0%	-21.6%	-5.4%	-7.7%
O=c1[nH]c(=S)[nH]c(O)c1N=Nc1ccc(S(=O)(=O)N2CCOCC2)cc1	0.4%	0.5	-1.6%	-0.2%	-17.5	-10.4%	-15.7%	18.5%	-5.4%
COP(=O)(C#Cc1ccccc1)C(O)c1ccc(Br)cc1 (configuration not stated)	-1.2%	1.0	0.7%	-2.4%	-0.4	9.8%[57.1 µM]	-10.6%	4.9%	1.4%
O=C1NC(=O)C(CCc2ccncc2)(C2CCCCC2)C(=O)N1	-4.6%	-2.6	-3.7%	1.7%	-3.3	3.0%	-3.4%	5.5%	3.3%
CCOC(C(=O)OCCC[N+](C)(CC)CC)(c1ccccc1)c1ccccc1	1.8%	-8.5	-5.3%	1.3%	1.1	3.0%[11.4 µM]	-7.8%	8.7%	-4.8%
COC(=O)C1=C(c2cccc(OCc3ccccc3)c2)C[C@@H]2CC[C@H]1N2C(=O)NCCc1ccc(F)cc1	0.4%	-0.7	-3.8%	0.1%	7.5	-3.1%	-23.4%	6.2%	-0.4%
CN(C)S(=O)(=O)c1cc(C(=O)N2CCC(C(=O)O)(c3ccccc3)CC2)ccc1Cl	0.1%	-0.1	7.3%	-1.6%	-2.8	-14.4%[57.1 µM]	-15.0%	6.0%	4.2%
CCc1ccc(N2C(=O)NC(=O)C(Cc3ccc(OC)cc3OC)C2=O)cc1 (configuration not stated)	0.4%	13.2	-1.5%	2.5%	-3.9	-7.1%	-15.6%	7.4%	-2.8%
CCOP(=S)(OCC)Oc1cc(C)oc(=O)c1Cl	0.2%	-3.0	3.3%	1.0%	-4.0	-7.5%	-29.7%	0.0%	-2.1%
CCC(c1nnnn1C(C)(C)C)N1CCC2(CC1)C(=O)NCN2c1ccccc1 (configuration not stated)	-3.1%	-6.6	-3.8%	.	2.5	.	.	.	.
O=C(COc1ccccc1)N1CCN(Cc2c[nH]c3ccccc23)CC1	-8.2%	-17.0	6.3%	-0.5%	4.2	-4.8%	-22.3%	-2.1%	3.5%
Cc1cc(=O)[nH]c(SCc2nc3ccccc3c(=O)n2-c2ccccc2C)n1	-0.5%	-12.7	12.6%	-0.2%	-3.0	4.8%[57.1 µM]	-3.7%	11.9%	-2.4%
NC(=O)c1cccn(Cc2ccc(C(F)(F)F)cc2)c1=O	0.4%	-4.1	-1.6%	-1.2%	-2.0	33.2%[activator][57.1 µM]	-1.1%	4.1%	8.3%
O=C1NC(=O)C(C/C=C/c2ccccc2)C(=O)N1	-2.5%	-1.0	-3.9%	0.6%	-10.6	-7.6%[57.1 µM]	-18.2%	5.1%	-6.3%
O=c1[nH]c2ccccc2n1C1CCN(C(c2ccccc2OC(F)(F)F)c2nnnn2Cc2ccccc2)CC1 (configuration not stated)	-10.0%	-5.6	-5.3%	.	-1.6	.	.	.	.
C=CCn1c(O)c(C=Nc2ccc(OC)cc2C)c(=O)[nH]c1=O	-18.8%	-3.7	-2.6%	8.9%	-2.3	157.1%[activator]	-7.4%	4.3%	-3.2%
O=C(Cc1ccccc1)N1CCN(Cc2c[nH]c3ccccc23)CC1	-3.3%	-3.1	-3.6%	0.0%	2.5	-4.9%	-5.7%	9.5%	-6.2%
O=C1C(=Cc2cn(-c3ccccc3)nc2-c2ccc(OCc3ccc(Cl)cc3)cc2)SC(=S)N1CCS(=O)(=O)O	?	-23.9	-3.5%	.	-14.9	.	.	.	.
CCC1(CCO)C(=O)NC(=S)NC1=O	1.0%	-12.3	0.4%	.	1.9	6.0%[57.1 µM]	1.1%	2.7%	-9.4%
COc1cc(C(=O)N/N=C/C23CC[C@@H](O)CC2(O)CC[C@@H]2[C@@H]3CCC3(C)C(C4=CC(=O)OC4)CCC23O)ccc1O (some centres not stated)	-10.5%	2.4	-1.0%	-1.2%	-12.5	4.0%	-14.8%	0.0%	-0.3%
C=CCC1(Nc2ccccc2)CC(C)N(C)CC1C (configuration not stated)	-0.9%	-2.9	-0.9%	-2.6%	4.5	-5.4%	-5.5%	-3.4%	1.4%
CCOC(=O)C1=C(N)Oc2ccccc2C12C(=O)N(CC(=O)OC)C(CC(=O)OC)=C2C(=O)OC (configuration not stated)	1.0%	21.5	-1.5%	1.2%	-1.6	-4.5%	-0.3%	5.7%	-6.5%
CC(C)c1nc2oc3c(NCc4ccccn4)ncnc3c2c2c1COC(C)(C)C2	-2.8%	-6.0	-3.7%	.	-0.5	40.5%[activator]	-17.9%	5.7%	0.9%
c1ccc2c(N3CCNCC3)nsc2c1	4.5%	-2.0	-8.2%	3.5%	4.5	1.0%[57.1 µM]	-15.4%	9.0%	-0.4%

Looked up by compound from above, 2 records:
SMILES	Vif-APOBEC3G blk	LDHA inh	Glioma ERSR ind	RXFP1 ag	PI4K2A block	TrxR1 substrate	USP1 inh	mIDH1 inhibitor	Vif-APOBEC3F blk
COc1cc(C(=O)N/N=C/C23CC[C@@H](O)CC2(O)CC[C@@H]2[C@@H]3CCC3(C)C(C4=CC(=O)OC4)CCC23O)ccc1O (some centres not stated)	-10.5%	2.4	-1.0%	-1.2%	-12.5	4.0%	-14.8%	0.0%	-0.3%
CCOC(C(=O)OCCC[N+](C)(CC)CC)(c1ccccc1)c1ccccc1	1.8%	-8.5	-5.3%	1.3%	1.1	3.0%[11.4 µM]	-7.8%	8.7%	-4.8%

Next results follow:
SMILES	Vif-APOBEC3G blk	LDHA inh	Glioma ERSR ind	RXFP1 ag	PI4K2A block	TrxR1 substrate	USP1 inh	mIDH1 inhibitor	Vif-APOBEC3F blk
O=C1Nc2ccc(Br)cc2C(c2ccccc2Cl)=NC1O (configuration not stated)	-1.1%	-13.4	-0.5%	-1.3%	-2.2	-7.0%	11.9%	-1.0%	6.3%
CCC(=NCc1ccco1)c1c(O)n(-c2ccc(C)cc2)c(=O)[nH]c1=O	0.8%	-4.9	-5.0%	0.1%	-0.6	-6.4%	-3.7%	-4.1%	-9.2%
ClCCN(CCCl)c1ccc(C=Cc2ccncn2)cc1	-31.1%	0.1	4.8%	.	-0.4	-1.2%	25.1µM*	3.2%	22.4µM*
O=C1NC(=O)C(=Cc2ccc(N3CCOCC3)cc2)C(=O)N1	9.6%	1.6	-4.1%	-1.4%	-12.4	-3.1%	-15.8%	-1.4%	-3.0%
CC(Cc1ccccc1)N1C(=O)c2ccccc2C1=O (configuration not stated)	0.9%	-2.8	5.5%	0.7%	6.4	-0.3%	-24.7%	0.2%	0.4%
Cc1c(N=Cc2c(O)n(C)c(=O)[nH]c2=O)c(=O)n(-c2ccccc2)n1C	0.2%	-6.0	-4.1%	4.8%	3.9	-15.9%	-7.1%	-7.3%	1.2%
CC(C)C(=O)c1cn(Cc2ccccc2C#N)c2ccccc12	-2.7%	-0.2&10.2	-2.1%	-0.3%	0.6	-7.5%	-18.2%	8.1%	.
C[N+]1([O-])[C@@H]2CC(OC(=O)[C@H](CO)c3ccccc3)C[C@H]1[C@@H]1O[C@@H]12 (some centres not stated)	-0.5%	-6.5	-3.5%	-1.1%	4.9	1.5%	-20.1%	-8.6%	-1.6%
CCOP(=O)(OCC)c1ccc(O)cc1	-1.9%	-9.2	-2.8%	-0.9%	-4.4	-2.2%	-14.3%	2.2%	-3.0%
c1ccc(C[n+]2ccccc2)cc1	2.2%	-6.9	-0.6%	-0.2%	-2.3	-3.3%	4.6%	-8.7%	2.7%
CC(=O)c1ccc(OC(=O)N(C)c2ccccc2)cc1	-2.9%	-4.7	2.5%	3.7%	2.9	-7.3%[57.1 µM]	-6.4%	-11.3%	14.0%
CC(=O)Nc1ccccc1OC(=O)N(C)C	-3.1%	-4.3	-1.8%	0.4%	1.4	-10.4%	2.6%	-2.0%	-16.6%
CCN1CCN(c2cc(=O)n3ccccc3n2)CC1	-1.3%	-1.8	-2.4%	0.8%	2.2	-13.0%[57.1 µM]	-12.8%	5.5%	-7.3%
OC(c1ccccc1)(c1ccc(Cl)cc1)C1CN2CCC1CC2 (configuration not stated)	0.8%	-3.1	-7.9%	-1.4%	-1.4	8.4%[57.1 µM]	3.9%	9.9%	8.2%
CCN[C@@H](C)Cc1cccc(C(F)(F)F)c1	1.8%	-6.2	-1.2%&-3.2%	.	-4.2&0.3	-5.0%	-21.4%	0.4%	0.4%
CC(C)=CCc1c(O)cc2c(c1O)C(=O)CC(c1ccc(O)cc1)O2 (configuration not stated)	-14.3%	-1.8	11.6%	-2.8%	2.7	-3.4%	-14.9%	-11.7%	3.6%
O[C@@H]1CCCC[C@H]1N1CCC(c2ccccc2)CC1	1.1%	-10.3	-2.6%	0.5%&2.8%	1.8	-1.5%	-19.3%	4.4%	0.4%
O=c1c2ccccc2nc(-c2ccc([N+](=O)[O-])cc2)n1-c1ccccc1	-2.2%	-6.5	-3.1%	0.9%	0.1	1.5%	-10.6%	1.2%	6.0%

These rows are one share of the data, so the mix of outcomes need not match the whole.
